FBPA coupling cs: qHTS Assay for Inhibitors of Fructose-1,6-bisphosphate Aldolase from Giardia Lamblia: Coupling assay counterscreen; coupling enzyme system counterscreen, AmpLite Red fluorescence; activity change, negative = inhibition, % at 58.2 µM, hits read low; actives 0.67% (n = 290,000); AID 2472, 2010; in the data active means activity change below about -30%; further: on the % scale 0 is the no-effect control and ±100 the full control effect
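Activity here indicates interference with the coupling reaction, not aldolase inhibition. Compounds at 57.5 uM final met coupling enzymes for 10 min at RT; substrate and AmpLite Red detection followed, with a 525/598 nm fluorescence read after 20 min.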
KCNH2 3.1 block: qHTS for Inhibitors of KCHN2 3.1: Mutant qHTS; actives 0.95% (n = 340,000); AID 720553, 2013; U2OS KCNH2 3.1, thallium flux FluxOr; active compounds read low; activity change, % (tested at about 1.8 µM);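 active means maximum activity change below -70%; inconclusive means maximum activity change from -70% to -50%; inactive means maximum activity change above -50%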;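 further: thallium influx rate constant from kinetic fluorescence after stimulation buffer; on the % scale 0 is the no-effect control and ±100 the full control effect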
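Measured as rate of thallium-driven FluxOr signal in transduced U2OS cells carrying the 3.1 channel, read kinetically for 2 min upon stimulation; values are rate constants scaled to DMSO control wells.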
ELG1 genotoxic: qHTS screen for small molecules that induce genotoxicity in human embryonic kidney (HEK293T) cells expressing luciferase-tagged ELG1; HEK293T ELG1-luciferase reporter, luminescence, 16 h; actives 1.3% (n = 330,000); AID 504466, 2011; Potency, µM (series often up to 46 µM), for the others: top-dose activity change, positive = activation, hits mostly activators; further: potency means the concentration at half of the fitted maximal effect; % of control where 0% means no effect; nearly all actives have a fitted effect of over 60% in size
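Luminescence read-out: rising ELG1-luciferase signal, reflecting elevated ELG1 protein under genetic stress, flags genotoxic compounds. Cells were treated for 16 hr at 37 °C before ONE-Glo detection.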
NPC1 prom act: qHTS Assay for NPC1 Promoter Activators; Huh7 NPC1 promoter luciferase reporter, 24 h; Potency, µM (series often up to 9.22 µM), for inactives: at the top dose activation, actives largely listed as activators; actives 2.4% (n = 320,000);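 further: potency means the concentration at half of the fitted maximal effect; % of control where 0% means no effect; nearly all actives have a fitted effect of over 60% in size; reporter is driven by a mutant NPC1 promoter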
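Quantitative HTS used a cell-based reporter: Huh7 cells stably bearing the NPC1 promoter upstream of luciferase were treated with compounds for 24 h, and promoter activation was read as luminescence.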
Rab9 promoter act: qHTS Assay for Rab9 Promoter Activators | AID 485297, 2010 | actives 2.8% (n = 320,000) | Huh7 Rab9 promoter-luciferase reporter, luminescence, 24 h | Potency, µM (highest dose often 9.22 µM), without a hit: top-dose activation, negative = inhibition, hits mostly activators; further: potency means the concentration at half of the fitted maximal effect; % of control where 0% means no effect; nearly all actives have a fitted effect of over 60% in size
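Huh7 cells stably carrying Rab9 promoter–luciferase reporter, plated 1500 cells/well, compound added after 2 h and incubated 24 h at 37 °C; luciferase luminescence then read after 10 min with detection reagent.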
VP16 counter: VP16 counterscreen qHTS for inhibitors of ROR gamma transcriptional activity. Potency, µM (top dose mostly 53.6 µM), for the others: at the highest dose activity, negative = inhibition, usual class: inhibitors. Drosophila S2 Gal4-VP16 UAS-luciferase, luminescence, 20 h. actives 3.5% (n = 310,000). AID 2546, 2010;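 further: Gal4-VP16 expression switched on by copper sulfate through the metallothionein promoter; potency means the concentration at half of the fitted maximal effect; on the % scale 0 is the no-effect control and ±100 the full control effect; nearly all actives have a fitted effect of over 50% in size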
RORgamma inh: qHTS for inhibitors of ROR gamma transcriptional activity. AID 2551, 2010. Drosophila S2 Gal4-RORgamma UAS-luciferase reporter, 20 h. Potency, µM (titrated, usually from 53.6 µM), inactives show at the top dose activity change, negative = inhibition, usual class: inhibitors. Nuclear receptor ROR-gamma (Mus musculus), P51450. actives 5.4% (n = 310,000); further: potency means the concentration at half of the fitted maximal effect; on the % scale 0 is the no-effect control and ±100 the full control effect; nearly all actives have a fitted effect of over 60% in size
Target sequence (P51450 whole entry, looked up, the tested form may be a part): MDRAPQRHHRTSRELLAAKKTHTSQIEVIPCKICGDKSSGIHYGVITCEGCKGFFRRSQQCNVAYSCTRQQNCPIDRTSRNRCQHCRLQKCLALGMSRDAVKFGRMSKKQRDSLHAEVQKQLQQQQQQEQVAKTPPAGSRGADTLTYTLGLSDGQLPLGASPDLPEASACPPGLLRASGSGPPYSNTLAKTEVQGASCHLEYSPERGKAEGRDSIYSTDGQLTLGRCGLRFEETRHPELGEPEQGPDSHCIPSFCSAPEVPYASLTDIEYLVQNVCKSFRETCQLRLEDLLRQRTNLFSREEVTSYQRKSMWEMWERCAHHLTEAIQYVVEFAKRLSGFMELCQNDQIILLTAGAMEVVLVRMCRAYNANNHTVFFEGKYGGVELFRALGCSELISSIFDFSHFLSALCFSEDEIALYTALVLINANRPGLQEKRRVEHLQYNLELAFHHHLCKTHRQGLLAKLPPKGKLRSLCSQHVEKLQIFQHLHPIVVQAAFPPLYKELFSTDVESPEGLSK
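In this cell-based reporter format, copper sulfate (700 uM final) drives Gal4–ROR gamma fusion expression from a metallothionein promoter in Drosophila Schneider cells; compounds preincubated 1 hr, reporter read after 20 hr at ambient temperature.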
Giardia killer: Small Molecules that selectively kill Giardia lamblia: qHTS; Giardia lamblia trophozoite viability; actives 0.15% (n = 340,000); AID 540267, 2011; activity change, % at 7.66 µM, hits read low; in the data active means activity change below about -80%; inconclusive means between about -30% and that limit;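 further: parasites exposed to compound for two days anaerobically before the ATP read; on the % scale 0 is the no-effect control and ±100 the full control effect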
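Trophozoite viability was measured as ATP-dependent luminescence, read 15-30 min after reagent addition. Before that, parasites at 100 cells/well were exposed to compounds for 48 h, anaerobically, at 37 deg C.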
uPA generation: qHTS for Inhibitors of Cell Surface uPA Generation. AID 540303, 2011. actives 0.31% (n = 330,000). Potency, µM (titrated, usually from 38.3 µM), for inactives: at the top dose activity change, negative = inhibition, actives largely listed as inhibitors. cell surface uPA generation assay, qHTS; active means well fitted inhibition curve with a large enough effect; inconclusive means small, poorly fitted or top-dose-only effect; inactive means no such curve, though single readings can be large or run the other way; tested in mouse RAW 264.7 cells; further: potency means the concentration at half of the fitted maximal effect; on the % scale 0 is the no-effect control and ±100 the full control effect; nearly all actives have a fitted effect of over 55% in size
Tb PFK inh: qHTS Assay to Find Inhibitors of T. brucei phosphofructokinase; ATP-dependent 6-phosphofructokinase (Trypanosoma brucei brucei), O15648; T. brucei PFK, ADP-Glo luminescence; Potency, µM (top dose mostly 57.5 µM), without a hit: top-dose activity, negative = inhibition, most hits filed as inhibitors; actives 0.17% (n = 330,000); AID 485367, 2010;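 further: potency means the concentration at half of the fitted maximal effect; 0% = uninhibited 1x PFK enzyme wells and -100% = no-enzyme wells; nearly all actives have a fitted effect of over 60% in size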
Target sequence (O15648 whole entry, looked up): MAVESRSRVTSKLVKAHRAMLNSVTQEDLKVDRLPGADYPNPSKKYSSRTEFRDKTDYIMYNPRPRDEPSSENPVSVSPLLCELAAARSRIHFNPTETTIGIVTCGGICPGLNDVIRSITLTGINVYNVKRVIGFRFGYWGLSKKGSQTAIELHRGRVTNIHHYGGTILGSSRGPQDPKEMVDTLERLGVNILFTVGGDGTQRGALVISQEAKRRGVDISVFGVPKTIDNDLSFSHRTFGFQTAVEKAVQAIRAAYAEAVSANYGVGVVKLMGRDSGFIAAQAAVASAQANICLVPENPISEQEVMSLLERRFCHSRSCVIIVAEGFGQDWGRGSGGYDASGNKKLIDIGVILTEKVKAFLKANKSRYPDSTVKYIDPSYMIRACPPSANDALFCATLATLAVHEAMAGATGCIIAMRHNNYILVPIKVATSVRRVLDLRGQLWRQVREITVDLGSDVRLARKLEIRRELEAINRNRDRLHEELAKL
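1.25 nM PFK with 0.5 mM F6P and 0.1 mM ATP in 0.1 M TEA pH 8.0, 5 mM MgCl2, incubated 45 min at room temperature; ADP measured by ADP-Glo luminescence; compounds titrated up to 57 uM.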
FLuc modulator: qHTS profiling assay for firefly luciferase inhibitor/activator using purifed enzyme and Km concentrations of substrates (counterscreen for miR-21 project) | Luciferin 4-monooxygenase (Photinus pyralis), P08659 | purified FLuc, Km substrates, luminescence inhibition | Potency, µM (titrated, usually from 57.5 µM), inactives show top-dose activity change, negative = inhibition, most hits filed as inhibitors | actives 6.9% (n = 360,000);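 further: potency means the concentration at half of the fitted maximal effect; plate controls were vehicle for no effect and reference inhibitor for full effect; nearly all actives have a fitted effect of over 55% in size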
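Purified P. pyralis luciferase (10nM final) with 10uM D-luciferin and 10uM ATP (Km levels) in 50mM Tris acetate pH 7.5, 10mM Mg acetate, 0.01% Tween-20, 0.05% BSA; qHTS 6-point titration, ~60 µM downward; luminescence read.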
The depositor's hits bear a star; u = inconclusive; x = no result given; [ ] = remark or other dose. Unless noted, the call rests on the fitted dose curve; in most records, active means well fitted curve in the direction sought with a large enough effect; inconclusive means small, poorly fitted or top-dose-only effect, or another doubt; inactive means no such curve, though single readings can be large; an effect the other way counts as inactive or inconclusive.

| smiles | FBPA coupling cs | KCNH2 3.1 block | ELG1 genotoxic | NPC1 prom act | Rab9 promoter act | VP16 counter | RORgamma inh | Giardia killer | uPA generation | Tb PFK inh | FLuc modulator |
| --- | --- | --- | --- | --- | --- | --- | --- | --- | --- | --- | --- |
| COc1ccc(S(=O)(=O)N2CCCCC2)cc1NC(=O)C1CC(=O)N(c2ccc3c(c2)OCCO3)C1 (centres undefined) | x | 16.6 | -2.2% | 0.3% | 7.1% | x | x | -3.1 | 6.4% | 18.2% | -5.0% |
| Cc1ccc(-c2csc(=Nc3cccnc3)n2CCCn2ccnc2)cc1C | 2.0 | -9.7 | -11.8% | 5.3% | -7.1% | u | u | -6.5 | -7.3% | 2.2% | -1.5% |
| Cc1ccc(Cl)cc1N1CCN(C(=O)CCS(=O)(=O)c2ccc3c(c2)NC(=O)CO3)CC1 | 0.1 | 7.4 | -9.9% | -10.8% | -12.9% | u | 33.9% | 27.7 | 0.3% | 3.1% | 2.5% |
| COc1ccc(-c2nnc(SCC(=O)OC3CCCCC3)o2)cc1OC | -3.6 | -2.1 | 1.0% | 2.3% | 14.4% | 0.5% | 0.0%[10 µM] | 11.0 | -5.8% | 1.5% | -6.1% |
| CS(=O)(=O)NNC(=O)Cn1nnc(-c2cc(C(F)(F)F)cc(C(F)(F)F)c2)n1 | -0.3 | 3.4 | -1.1% | 0.7% | -4.0% | 0.2% | -3.7% | -23.9 | 1.8% | 0.2% | -0.4% |
| COc1cccc(-c2cc(C(F)(F)F)n3ncc(C(=O)NCC4CCCO4)c3n2)c1 (centres undefined) | -0.6 | 5.4 | -0.2% | -2.7% | -3.4% | u | -2.5% | 2.2 | -3.2% | -0.3% | 6.7% |
| O=C(CN1C(=O)NC2(CCCCCC2)C1=O)NCc1ccccc1Cl | x | 2.8 | 1.2% | x | x | x | x | 4.9 | -6.0% | -0.6% | x |
| O=C(NCC(=O)N1CCC(Cc2ccccc2)CC1)c1ccc(Cl)cc1 | x | -8.5 | -11.3% | 0.1% | -0.8% | 12.1% | -22.1% | -4.5 | 3.2% | -10.3% | 2.1% |
| Fc1ccc(NC(=S)NCc2ccccc2)cc1 | -1.4 | -7.3 | -1.9% | 1.0% | -1.6% | 10µM* | 8.91µM* | 3.0 | 2.4% | -7.2% | 4.1% |
| CCc1nnc(NC(=O)c2ccc(NC(=O)C(C)C)cc2)s1 | -0.4 | -0.3 | 15.6% | 15.1% | 26.2% | -10.9% | 27.9% | 6.7 | -1.2% | -0.1% | u |
| Cc1ccc(S(=O)(=O)Nc2n[nH]nc2C(=O)NC2CCCCC2)cc1 | 8.1 | 17.7 | 0.2% | -4.7% | -2.2% | 8.1% | 9.1% | -2.4 | -3.3% | -4.7% | u |
| Cc1cc(C)n(-c2ncnc3sc4c(c23)CCCC4)n1 | 8.7 | 7.1 | -0.4% | -5.8% | -7.4% | -4.6% | -3.9% | -6.0 | 11.1% | 1.0% | 0.2% |
| CC12CCC(C(=O)NCc3ccccc3Cl)(CC1=O)C2(C)C (centres undefined) | 5.1 | -3.5 | -9.5% | -2.3% | -5.5% | 10.1% | -4.4% | -20.1 | 2.5% | -0.9% | 1.6% |
| C[C@H](NC(=O)c1ccc(Cl)cc1)C(=O)NNC(=O)c1cccs1 | x | 4.5 | 0.8% | 2.1% | -7.2% | x | x | -3.3 | 8.6% | -6.1% | 4.5% |
| COc1ccc(CNC2CCN(Cc3ccccc3)CC2)cc1 | 0.9 | -0.4 | -1.7% | -1.9% | -4.9% | -13.0% | -17.1% | -4.2 | 5.9% | 0.6% | 3.8% |
| CCNC(=S)Nc1ccc(OC(F)(F)F)cc1 | 0.9 | 10.4 | -4.1% | -2.9% | -2.5% | u | 8.91µM* | -19.1 | -13.4% | -12.3% | -1.0% |
| CC1(C)CC(=O)C2=C(C1)C(c1cn(-c3ccccc3)nc1-c1ccccc1)C(C#N)=C(N)O2 (centres undefined) | 0.6 | -28.8 | 7.0% | 8.8% | 23.1% | 10.2% | u | 2.2 | -14.2% | 0.0% | -18.9% |
| CS(=O)(=O)N1CCN(c2ccc(NC(=O)c3cccnc3Cl)cc2)CC1 | 0.3 | 2.1 | 6.8% | 2.6% | u | 8.7% | 21.0% | 6.2 | -5.5% | -4.2% | -8.8% |
| COc1ccc(C(CC(=O)NCC(OC)OC)NS(=O)(=O)c2ccc(Cl)cc2)cc1 (centres undefined) | 1.5 | 19.6 | 0.4% | -6.0% | -3.6% | -14.6% | 11.0% | 1.4 | 3.7% | 7.3% | 1.0% |
| COc1ccc(CNC(=O)CCSCc2cccc(Cl)c2)cc1 | 2.8 | -9.5 | 0.8% | -2.3% | -6.1% | -16.6% | 2.5% | -3.8 | -1.2% | 6.4% | -0.1% |
| Cc1cc(C)nc(N(C#N)CN2C(=O)c3ccccc3S2(=O)=O)n1 | 2.5 | 15.3 | 6.9% | -2.4% | 0.0% | u | 12.6µM* | -11.0 | -1.6% | -4.0% | -0.5% |
| O=C(C1=NN[C@@H]2C(=O)N(c3cccc(F)c3)C(=O)[C@H]12)c1cnccn1 | 0.7 | -8.4 | 1.4% | -1.1% | 10.8% | -14.8% | 0.3% | 8.5 | 4.1% | -12.9% | 2.8% |
| COc1ccccc1/C=C(/C#N)C(=O)O | 11.0 | -5.1 | 2.8% | -2.6% | -2.1% | 5.1% | -1.1% | -15.9 | -1.6% | -3.2% | -2.8% |
| CCN(CC)S(=O)(=O)c1ccc(OC)c(NC(=O)C2CC(=O)N(c3ccc(C)cc3)C2)c1 (centres undefined) | 4.3 | -16.6 | -3.0% | -0.6% | -11.9% | -2.9% | u | 28.4 | 0.1% | 0.2% | 3.3% |
| O=C(Nc1cccc(F)c1)C1CC(=O)N(c2ccc(Cl)cc2)C1 (centres undefined) | 1.4 | -10.5 | -4.7% | 0.4% | -4.2% | 0.7% | 0.0% | -1.0 | 1.6% | -9.1% | 0.4% |
| COc1ccc(C(=O)c2c(C(F)(F)F)oc3c2C(=O)c2ccccc2C3=O)cc1OC | -54.6* | -11.6 | -30.1%[inhibitor] | -34.7%[inhibitor] | -25.0% | u | 39.3% | 15.2 | -21.7% | 1.2% | -5.1% |
| Cc1ccc(S(=O)(=O)NCCc2cccs2)cc1 | 1.6 | 6.5 | -2.5% | -2.1% | -1.7% | 1.9% | -6.8% | 10.9 | -7.2% | 4.1% | -1.4% |
| Cc1ccccc1N1C(=O)C2C3C=CC(CC3)C2C1=O (centres undefined) | 0.6 | 7.4 | -0.1% | 2.0% | -0.7% | 0.5% | -8.1% | -5.6 | 1.0% | -1.6% | -11.2% |
| Cc1cc(C)nc(/N=C2\NC(=O)CC(C(=O)O)N2c2ccc(C)c(C)c2)n1 (centres undefined) | -0.2 | 23.3 | 0.1% | -0.7% | -2.7% | -7.1% | -8.9% | 15.0 | -0.8% | 4.6% | u |
| COc1cc(S(=O)(=O)Nc2ccc3nc(C)sc3c2)ccc1NC(C)=O | x | -0.8 | -2.4% | -9.3% | -4.8% | x | x | -17.3 | -27.1% | 3.4% | 1.0% |
| CC(C)Cc1ccc(C(C)C(=O)N2CCOCC2)cc1 (centres undefined) | 2.4 | -3.8 | 2.9% | -0.5% | -2.1% | -4.5%[0.365 µM] | -31.9% | -16.5 | x | -8.8% | -1.7% |
| CCOC(=O)CCSc1nc(-c2ccccc2)cc(C(F)(F)F)n1 | 0.7 | -8.5 | 0.8% | -2.9% | -0.5% | -3.6% | 9.4% | 5.9 | 5.3% | -0.2% | 5.2% |
| Cc1ccc(C)n1-n1cnc2sc(-c3ccccc3)cc2c1=O | -0.4 | -8.3 | -3.7% | -2.0% | -5.5% | u | u | -12.9 | -6.4% | -2.6% | u |
| CCOc1ccccc1C(=O)Nc1nnc(SCC(=O)N2CCOCC2)s1 | 0.3 | -8.0 | -14.6% | 4.1% | 15.3% | 0.7% | 0.6% | -17.1 | -8.3% | 1.5% | -12.8% |
| O=C(/C=C\c1ccc(-c2cccc([N+](=O)[O-])c2)o1)N1CCOCC1 | 2.1 | 0.5 | u | u | 3.55µM* | 4.7% | 30.5% | -6.0 | 1.9% | -0.3% | u |
